CHO-K1 Ca ag: M1 agonist counterscreen hit in parental CHO-K1 cells; Fluo-8 calcium fluorescence; scaled to maximal ATP response, vehicle zero; activation, % at 3 µM; 360,000 tested, 0.48% active; AID 602248; in the data active = activation above about 15%;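 also: untransfected CHO-K1 host cells lacking M1 receptor as counterscreen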
M1 PAM: positive allosteric modulators of human M1 muscarinic receptor | 360,000 tested, 0.088% active | activation, % at 3 µM | CHO-K1 hM1, Fluo-8 calcium fluorescence, ACh EC20; 0% = ACh EC20, 100% = maximal ACh | P11229; in the data active = activation above about 19%, passing the limit was not always enough
Target sequence (P11229 whole entry, looked up): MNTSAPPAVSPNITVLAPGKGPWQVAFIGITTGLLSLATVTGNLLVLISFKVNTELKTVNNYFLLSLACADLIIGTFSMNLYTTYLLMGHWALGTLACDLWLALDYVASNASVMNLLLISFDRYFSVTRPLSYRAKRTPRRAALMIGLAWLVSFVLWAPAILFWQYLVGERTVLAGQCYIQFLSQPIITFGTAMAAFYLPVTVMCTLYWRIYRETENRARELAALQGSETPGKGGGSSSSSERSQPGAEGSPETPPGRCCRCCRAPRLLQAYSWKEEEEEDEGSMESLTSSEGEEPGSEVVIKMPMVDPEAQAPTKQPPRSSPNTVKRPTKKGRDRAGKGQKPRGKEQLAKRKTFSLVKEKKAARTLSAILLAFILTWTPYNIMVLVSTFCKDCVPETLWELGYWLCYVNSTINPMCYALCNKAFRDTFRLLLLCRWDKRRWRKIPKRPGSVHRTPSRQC
CHO-K1 Ca antag: M1 antagonist counterscreen hit in parental CHO-K1 cells. inhibition, % at 3 µM. 360,000 tested, 0.6% active. ATP-induced calcium, Fluo-8 fluorescence;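 active = inhibition above a per-plate cutoff, the plate's mean sample inhibition plus 3 SD, cut at about 24% in these data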;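 also: 0% = DMSO plus EC80 ATP and 100% = DMSO alone without ATP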
CHO parental Ca: counter-screen: ATP calcium response change in parental CHO cells; parental CHO-K1, ATP-induced calcium, Fluo-8 fluorescence; inhibition, % at 5.6 µM; 330,000 tested, 0.63% active; AID 463079;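 active = inhibition above that plate's mean sample inhibition plus 3 SD, cut at about 26% in these data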;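 also: 0% = ATP-challenged DMSO wells and 100% = DMSO wells without ATP; some compounds past the cut are filed as inactive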
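Assay system: untransfected parental CHO cell line. Also added: ATP agonist challenge. Dosing: one dose, 5.6 µM nominal. Measured by: Fluo-8 fluorescence. Read-out: % inhibition. Benchmarks: ATP wells versus no-ATP DMSO wells. Repeats: no replicates.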
TAAR1 ag: agonists of human TAAR1; Q96RJ0; CHO RD-HGA16 TAAR1, Fluo-8 calcium fluorescence; vehicle wells 0%, saturating PEA agonist 100%; activation, % at 3 µM; 360,000 tested, 0.99% active; AID 624467;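 active = activation above the mean activation of all test compounds in the run plus 3 SD, cut at about 38% in these data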
Target sequence (Q96RJ0 whole entry, looked up): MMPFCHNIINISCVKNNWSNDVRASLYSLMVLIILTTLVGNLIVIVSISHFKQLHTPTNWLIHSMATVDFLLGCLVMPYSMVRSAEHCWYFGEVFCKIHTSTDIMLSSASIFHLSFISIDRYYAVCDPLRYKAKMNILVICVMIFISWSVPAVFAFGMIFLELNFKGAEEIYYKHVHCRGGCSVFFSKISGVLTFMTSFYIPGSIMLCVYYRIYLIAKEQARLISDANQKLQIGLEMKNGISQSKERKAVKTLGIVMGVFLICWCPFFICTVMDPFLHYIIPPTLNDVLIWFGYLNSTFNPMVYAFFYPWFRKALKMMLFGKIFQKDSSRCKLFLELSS
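Assay system: CHO-derived RD-HGA16 cells with stable Gα16 and human TAAR1; timing: 17-24 h seeding, 75 min 37 °C dye, 30 min RT; read-out: % activation from peak over basal fluorescence ratio, DMSO-to-PEA scaled; measured by: kinetic Fluo-8 calcium fluorescence; benchmarks: low control DMSO, high control PEA (EC100); doses: 3 µM single concentration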
M1 PAM parental: counter-screen for M1 PAMs: effect in parental CHO-K1 cells; ATP EC20, Fluo-8 calcium fluorescence; 0% at ATP EC20, 100% at ATP max; 360,000 tested, 0.02% active; activation, % at 3 µM; AID 602247;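 active = activation above the run cutoff, the mean activation of all test compounds plus 3 SD, cut at about 40% in these data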;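 also: peak over basal fluorescence ratio in a 140 s read after ATP addition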
TAAR1 antag: human TAAR1 antagonism; Q96RJ0; CHO RD-HGA16 TAAR1, Fluo-8 calcium fluorescence, antagonist; inhibition, % at 3 µM; 360,000 tested, 1.5% active; AID 624466;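 active = inhibition above a per-plate cutoff, the mean inhibition of test compounds on that plate plus 3 SD, cut at about 49% in these data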;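 also: 0% = DMSO plus EC80 beta-PEA response and 100% = DMSO alone without agonist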
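Assay system: RD-HGA16 CHO cells with stable hTAAR1 and Gα16 / Reagent: EC80 β-phenethylamine stimulus / Doses: 3 µM, single point / Timing: dye loading 75 min at 37 °C, then 30 min room temperature / Measured by: Fluo-8 intracellular calcium dye fluorescence, real-time kinetic reads / Controls: vehicle wells and EC80 agonist wells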
M1 antag: antagonists of human M1 muscarinic receptor | P11229 | 360,000 tested, 1.3% active | CHO-K1 hM1, Fluo-8 calcium fluorescence, ACh EC80 antagonist | inhibition, % at 3 µM;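 active = percent inhibition above its own plate's cutoff, namely the mean of that plate's compound wells plus 3 SD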;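 also: peak over basal fluorescence ratio during 140 s after agonist addition; 0% = ACh EC80 plus DMSO and 100% = DMSO alone without agonist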
M1 ag: agonists of human M1 muscarinic receptor. P11229. CHO-K1 hM1, Fluo-8 calcium fluorescence, agonist mode; 0% DMSO, 100% acetylcholine EC100. activation, % at 3 µM. 360,000 tested, 0.33% active;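 active = activation above the run's mean compound activation plus 3 SD, cut at about 16% in these data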;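 also: peak over basal fluorescence ratio within a 140 s kinetic read after compound addition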
Numbers without * were called inactive; nt = no result given.

SMILES	CHO-K1 Ca ag	M1 PAM	CHO-K1 Ca antag	CHO parental Ca	TAAR1 ag	M1 PAM parental	TAAR1 antag	M1 antag	M1 ag
Cc1cccc(Cn2c(C(=O)OC(C)C)cc3c2ccn3C)c1	-0.1	-6	-8	-52	11	9	-18	2	-5
CCN(CC(=O)Nc1ccc(NC(C)=O)cc1)C(=O)c1cc(CN2C(=O)c3ccccc3C2=O)ccc1OC	6.3	5	5	-5	1	-9	12	0	-5
Cc1cc(-c2ccc(C)c(S(=O)(=O)NCCc3ccc(S(N)(=O)=O)cc3)c2)on1	0.2	3	-9	8	1	22	8	-5	-2
O=[N+]([O-])c1cc(-c2cnc3ccccc3n2)ccc1Cl	0.5	12	-13	-4	-1	17	-5	-8	2
CCCC(c1nnnn1CCOC)N(Cc1cc2cc(C)c(C)cc2[nH]c1=O)CC1CCCO1 (stereo not given)	-0.3	5	22	-12	5	-4	-6	4	-1
Cc1ccc2c(c1)N(CC(=O)N1CCCCC1C)C(=O)CO2 (stereo not given)	-0.4	-9	8	2	7	-25	-5	14	-3
Cc1ccc2cc(CN(CC3CCCO3)C(=S)NCc3ccco3)c(=O)[nH]c2c1 (stereo not given)	0.3	4	-12	-23	1	8	-26	-1	-5
CCOc1ccc(CNC(=O)Cn2nc(C)c3c(C)n(-c4ccc(C)cc4)nc3c2=O)cc1	-1.3	0	-5	-24	4	-2	-1	-14	-14
O=C(c1ccco1)N1CCN(C(c2cccs2)c2nnnn2C2CCCCC2)CC1 (stereo not given)	-0.1	-6	-9	-4	2	-8	-15	4	-12
Cc1cc(OCC(=O)Nc2nnc(C3CC3)s2)ccc1Cl	0.5	-3	-5	nt	4	14	6	-1	-8
Cc1cc(NC(=O)c2c(-c3c(Cl)cccc3Cl)noc2C)n(C)n1	0.9	5	-15	-7	0	20	-8	-12	-4
CCCn1nc(C(=O)NC2CCCCCC2)c2ccccc2c1=O	-0.2	-1	-19	-32	1	11	-17	0	-3
CCc1nc(C)cn1S(=O)(=O)c1ccc(Cl)c(Cl)c1Cl	2.1	-6	-2	-4	4	16	31	21	0
COC(=O)c1cccc(NC(=O)C(C)N2C(=O)c3ccccc3C2=O)c1 (stereo not given)	0.5	1	-19	-7	14	3	-15	-27	1
CSCCC(NS(=O)(=O)c1ccc2c(c1)oc(=O)n2C)C(=O)NC1CCCc2ccccc21 (stereo not given)	0.0	1	3	-9	5	4	-25	-4	-4
CN(C1CCS(=O)(=O)C1)S(=O)(=O)c1ccccc1 (stereo not given)	1.6	16	-3	2	4	22	6	-12	-9
COc1ccc(C2c3c(ccc4ccccc34)Oc3ncn4nc(-c5ccco5)nc4c32)cc1OC (stereo not given)	1.4	10	-15	-14	4	18	-27	-8	-8
CCOC(=O)c1sc(NC(=O)c2cccc(S(=O)(=O)N(CC)CC)c2)cc1C	0.7	2	-2	-22	11	14	61*	-2	-6
COc1ccc(NC(=O)C(CCS(C)(=O)=O)N2C(=O)c3ccccc3C2=O)cc1 (stereo not given)	0.6	8	1	-5	-1	9	19	-5	-3
N#Cc1c(NC(=O)CSc2nc3c(c(C(F)(F)F)n2)CCc2ccccc2-3)sc2c1CCCC2	0.4	4	-5	2	13	21	-5	-8	-3
COc1cccc(CNS(=O)(=O)/C=C/c2ccc3c(c2)OCO3)c1	1.0	1	0	-15	2	8	-16	1	-3
CCCc1cc(=O)[nH]c(SCC(=O)Nc2ncc(S(=O)(=O)c3ccc([N+](=O)[O-])cc3)s2)n1	0.2	-2	-2	4	7	-11	-2	-4	-3
CCC(C(=O)OC)n1cnc2c(oc3ccccc32)c1=O (stereo not given)	0.6	6	-13	-10	-1	16	-3	-8	-3
Cc1ccc(CN(C)C(=O)CCNS(=O)(=O)c2ccccc2)o1	0.8	1	-2	-15	12	-7	6	6	-4
Cc1cccc(NC(=O)CNC(=O)CCNC(=O)c2ccc(C(C)(C)C)cc2)c1C	0.8	13	-13	-18	2	18	0	-8	-2
Cc1ccc(S(=O)(=O)N2CCC(C(=O)Nc3cc(C(F)(F)F)ccc3N3CCOCC3)CC2)cc1C	0.2	2	4	-16	0	-14	-22	-4	-5
COc1ccc(Br)cc1/C=N/NC(=O)c1cccc(S(=O)(=O)N2CCOCC2)c1	8.1	-10	4	-9	5	-2	-4	24	-1
Cc1nc2ccc(C(=O)Nc3cccc(NS(C)(=O)=O)c3)cn2c1N(C)C(=O)CCc1ccccc1	0.5	17	6	nt	1	7	-20	-21	-2
c1ccc(-n2ncc3c2ncn2nc(-c4ccco4)nc32)cc1	0.4	12	-13	-6	2	16	-4	-14	-3
COc1cccc(NC(=S)N(CCc2ccc(OC)c(OC)c2)Cc2ccccn2)c1	1.1	12	-26	-14	-1	4	4	-14	-3
Cc1cc(=O)[nH]c(=S)n1-c1ccccc1	0.3	0	-31	-10	16	23	-13	-5	-2
Cc1ccc(C(=O)Nc2cccc(Oc3ccccc3)c2)o1	-0.2	2	-9	-24	0	12	18	-8	-4
CC1COC(c2cccn2Cc2ccccc2Cl)=N1 (stereo not given)	-0.1	-9	-3	-9	19	-4	-11	15	-6
CCC(=O)NC(c1cc(Cl)c2ccccc2c1O)C1CC1 (stereo not given)	0.3	-4	-8	-13	5	-2	19	8	-6
O=C(COc1ccc(Cl)cc1)NCc1nnc(SCC(=O)NCc2ccc3c(c2)OCO3)o1	-0.2	7	20	-21	13	-6	-6	-5	-4
COC(=O)c1sc(NC(=O)CCCn2nc([N+](=O)[O-])cc2C)c(C(=O)OC)c1C	0.0	6	-3	-10	1	3	-7	-4	-1
CN1CCN(C(=O)CCCN2C(=O)/C(=C/c3cccc(Br)c3)SC2=S)CC1	5.2	-2	-3	nt	5	15	4	6	-8
Cn1c(=O)[nH]c(=O)c2c1nc(N1CCCCC1)n2CCCSc1nc2ccccc2s1	0.3	-3	-14	-34	5	6	3	6	-6
CCCCNC(=S)Nc1cccc(C(C)=O)c1	0.9	-3	8	-6	5	7	-21	6	-2
O=C(CNC(=S)N(CCCN1CCOCC1)Cc1cccs1)NC1CCCCCCC1	0.1	-18	12	-18	6	-15	-3	26	-9
Cc1cc(C)c2nc(SCC#N)cc(C)c2c1	1.1	2	-2	-4	4	11	-23	2	-8
COc1cccc(C(O)c2ncc(-c3ccc(Cl)cc3)[nH]2)c1 (stereo not given)	0.2	6	8	nt	8	-9	-12	4	0
CCNc1nc(SC(C)C(=O)OC)nc(N(C)C)n1 (stereo not given)	0.3	14	-13	-7	2	10	-10	-8	1
C=CCOc1c(Cl)cc(Cl)cc1S(=O)(=O)NCCO	-0.5	4	12	nt	4	-16	11	11	-2
CCOC(=O)c1cccc(NC(=O)CCn2nnc3ccccc32)c1	2.2	1	2	-21	8	-7	0	-2	0
O=C(C1CC1)N1N=C(c2ccccc2)CC1(O)C(F)(F)C(F)(F)F (stereo not given)	0.2	-3	-10	-10	-1	-2	-13	2	-4
O=C(C[n+]1ccccn1)c1ccccc1	0.2	7	6	-6	8	-5	-3	-6	-5
O=C(/C=C/c1ccccc1Cl)Nc1ccc2c(c1)C(=O)NC2=O	0.7	11	13	19	9	-8	5	8	6
Cn1c(=O)[nH]c(=O)c2c1nc(SCCN1CCCCC1)n2Cc1ccccc1	0.2	-9	-5	-5	6	15	-5	-8	-7
COc1ccc(S(=O)(=O)Nc2cccc(C(C)=O)c2)cc1Br	4.5	3	-12	-11	6	7	-2	3	-3
Clc1ccccc1C1SCC2Nc3ccccc3CN21 (stereo not given)	0.2	1	-6	-9	4	17	22	3	-4
O=C(CCC(=O)c1cccs1)NCc1ccc(F)cc1	0.0	11	-1	-2	4	8	3	-1	-4
CN(C)c1oc(-c2ccccc2Cl)nc1P(=O)(c1ccccc1)c1ccccc1	-0.4	5	0	-28	13	-4	-9	-1	-3
Cc1cc(NC(=O)CSc2nnc(-c3c[nH]c4ccccc34)n2-c2ccc(Cl)cc2)no1	0.4	-1	9	-3	2	-7	0	12	-1
CCn1c(C)nnc1SCC(=O)NC1CCCCCC1	0.2	7	-9	1	1	-4	11	-11	-3
COc1ccc(CC(=O)c2ccc(OC)c(OC)c2C)cc1OC	9.8	-5	12	1	4	9	0	11	0
CC1NC(=O)NC1CCCCCC(=O)NCCc1ccccc1 (stereo not given)	0.1	4	-20	-10	48*	17	40	-11	-9
Cc1oc(/N=C/c2ccc(Cl)cc2)c(C#N)c1C	0.6	-2	-6	-7	5	1	-4	0	-3
CS(=O)(=O)N(CC(=O)N1CCN(c2cccc(Cl)c2)CC1)c1ccccc1	4.1	4	-10	-9	0	13	-4	-8	-2
Cc1cc2ccccc2c(=O)n1CC(=O)NCc1ccco1	-0.3	3	9	-8	1	1	1	0	-1

The list continues.
SMILES	CHO-K1 Ca ag	M1 PAM	CHO-K1 Ca antag	CHO parental Ca	TAAR1 ag	M1 PAM parental	TAAR1 antag	M1 antag	M1 ag
O=c1c2ccccc2[nH]c(=S)n1CCC1=CCCCC1	0.3	7	-5	-10	8	13	-17	-9	-9
COc1ccccc1N1CC(C(=O)Nc2ccc(C)c(S(=O)(=O)N3CCOCC3)c2)CC1=O (stereo not given)	0.2	-3	-3	-10	5	7	10	4	-5
O=C(NCc1ccc2c(c1)OCO2)c1nn2cccnc2c1Cl	0.7	9	-9	-5	2	14	-8	-17	-4
c1ccc(CNc2ncnc3c2cnn3Cc2ccccc2)cc1	9.8	-14	-20	3	102*	-15	7	19	14
Nc1cc(N)nc(SCc2cc([N+](=O)[O-])cc3c2OCOC3)n1	0.0	5	-12	-9	0	28	-30	-11	-5
CCCCNC(=O)C1COc2ccccc2O1 (stereo not given)	0.0	12	11	-10	5	-15	5	-24	2
O=C(NCC1CCCCC1)c1ccc(Cl)c(S(=O)(=O)N2CCOCC2)c1	5.4	3	-17	-26	14	12	-8	-4	-3
COc1cccc(CNc2nc3ccccc3n2C(C)C)c1O	1.2	3	-2	nt	3	0	-18	-7	-5
CC(C)(C)OC(=O)C[C@@H]1C/C=C\C[C@@H](CC(=O)NCCO)C(=O)N[C@H](Cc2c[nH]c3ccccc23)COC1=O	0.6	4	-12	5	4	0	6	-5	-2

Ordered by value in M1 ag (high to low): some entries from above.
structure | M1 ag
CCCCNC(=O)C1COc2ccccc2O1 (stereo not given) | 2
O=C(NCC1CCCCC1)c1ccc(Cl)c(S(=O)(=O)N2CCOCC2)c1 | -3
Nc1cc(N)nc(SCc2cc([N+](=O)[O-])cc3c2OCOC3)n1 | -5
O=c1c2ccccc2[nH]c(=S)n1CCC1=CCCCC1 | -9

Compound activity (PubChem)
